E coli growth: counter-screen for AddAB inhibitors: E. coli growth inhibition. E. coli V3065 growth, OD600 absorbance, 18 h. inhibition, % at 11.9 µM. actives 0.27% (n = 330,000);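 active = inhibition above the campaign's mean inhibition across all tested compounds plus 3 SD, cut at about 9.9% in these data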;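 note: uninfected addAB+ strain grown without phage in ampicillin broth; 0% = DMSO wells and 100% = ciprofloxacin 0.95 µg/ml wells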
Tat export inh: E. coli Tat transport inhibition; E. coli MC4100 TorA-mCherry Tat export, fluorescence; inhibition, % at 10 µM; actives 0.036% (n = 340,000);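 active = mean replicate inhibition at least 50% and at least half of replicates individually reaching 50%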;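 note: exported cargo escapes ClpAP degradation while cytoplasmic cargo is degraded and loses fluorescence; 0% = median of neutral control wells and 100% = median of NaSCN control wells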
AddAB inh: less growth of phage-infected E. coli with AddAB | E. coli expressing H. pylori AddAB, absorbance growth | inhibition, % at 11.9 µM | actives 0.29% (n = 330,000); in the data active = inhibition above about 12%;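 note: 0% = vehicle wells of infected cells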
Rtt109 HAT inh: C. albicans Rtt109 histone acetyltransferase inhibition; Q5AAJ8; purified Rtt109/Vps75, ThioGlo CoA-SH fluorescence, 4 h; inhibition, % at 34.9 µM; actives 0.16% (n = 330,000);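 active = inhibition of at least 50% in every replicate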
Target sequence (Q5AAJ8 whole entry, looked up): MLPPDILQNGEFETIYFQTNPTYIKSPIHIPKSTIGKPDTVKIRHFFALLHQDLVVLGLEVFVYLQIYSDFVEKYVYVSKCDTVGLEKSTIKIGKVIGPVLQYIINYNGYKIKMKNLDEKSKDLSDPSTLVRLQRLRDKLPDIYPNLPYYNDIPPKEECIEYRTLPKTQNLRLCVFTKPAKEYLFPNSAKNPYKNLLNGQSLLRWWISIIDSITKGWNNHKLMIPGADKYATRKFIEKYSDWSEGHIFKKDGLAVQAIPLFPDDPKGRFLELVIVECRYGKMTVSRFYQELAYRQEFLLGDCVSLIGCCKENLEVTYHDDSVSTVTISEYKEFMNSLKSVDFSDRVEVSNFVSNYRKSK
phage Ecoli inh: E. coli growth loss with phage present; growth absorbance; inhibition, % at 11.9 µM; actives 0.26% (n = 360,000); AID 651602; in the data active = inhibition above about 11%
DAGLB inhibitor: blocks human DAGLB lipase activity; Q8NCG7; HEK293T DAGLB membrane lysate, EnzChek fluorogenic substrate; inhibition, % at 5.17 µM; actives 0.059% (n = 340,000); AID 504411; in the data active = inhibition above about 34%;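 note: 0% = enzyme with vehicle and 100% = wells lacking enzyme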
Target sequence (Q8NCG7 whole entry, looked up): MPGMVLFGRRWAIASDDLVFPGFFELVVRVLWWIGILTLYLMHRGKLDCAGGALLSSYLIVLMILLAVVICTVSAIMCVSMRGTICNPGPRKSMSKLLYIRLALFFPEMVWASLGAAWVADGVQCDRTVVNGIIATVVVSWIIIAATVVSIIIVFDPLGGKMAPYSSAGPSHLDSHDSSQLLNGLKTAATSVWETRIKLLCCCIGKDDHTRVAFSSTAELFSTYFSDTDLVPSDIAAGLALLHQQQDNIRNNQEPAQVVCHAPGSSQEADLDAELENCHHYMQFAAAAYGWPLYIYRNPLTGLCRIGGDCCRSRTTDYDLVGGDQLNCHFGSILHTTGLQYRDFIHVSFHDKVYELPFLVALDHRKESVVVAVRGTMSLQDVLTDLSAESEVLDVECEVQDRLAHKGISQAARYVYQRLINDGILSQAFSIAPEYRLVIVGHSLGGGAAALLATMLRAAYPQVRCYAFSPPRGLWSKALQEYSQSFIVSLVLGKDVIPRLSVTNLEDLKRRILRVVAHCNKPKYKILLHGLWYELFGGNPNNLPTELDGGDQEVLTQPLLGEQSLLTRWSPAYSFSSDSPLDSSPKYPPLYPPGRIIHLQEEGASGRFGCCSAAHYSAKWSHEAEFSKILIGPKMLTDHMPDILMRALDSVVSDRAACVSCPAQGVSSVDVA
Wnt bcat act: Wnt/beta-catenin pathway activation; Wnt/beta-catenin reporter cell assay, activator, plate reader; activation, % at 9.35 µM; actives 1.2% (n = 300,000); in the data active = activation above about 30%, passing the limit was not always enough;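 note: 0% = neutral control wells and 100% = positive control wells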
PfHsp90 set2: reduces growth (ATP signal) of yeast expressing P. falciparum Hsp90; S. cerevisiae expressing PfHsp90, BacTiter-Glo ATP, 48 h; yeast lacking PDR1 and PDR3 efflux regulators; inhibition, % at 9.4 µM; actives 0.32% (n = 310,000); AID 504621;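 active = every replicate shows inhibition above about 80%, whatever the replicate mean, limit read from the data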;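 note: 0% = DMSO neutral controls and 100% = 20 µM radicicol positive controls; yeast relying on Plasmodium falciparum Hsp90 in place of its own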
CAL PDZ FP: human CAL PDZ-peptide interaction inhibition; Q9HD26; purified CAL PDZ, TMR-peptide fluorescence polarization, 1 h; inhibition, % at 20 µM; actives 0.02% (n = 330,000); AID 504414;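 active = highest replicate inhibition of at least 40%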;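 note: plate controls were DMSO neutral control wells for no effect and unlabeled competitor peptide control wells for full effect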
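material = purified tagged CAL PDZ domain construct (CerCALP) | compound dosing = 20 µM, one dose | times = 1 h at RT | measured by = fluorescence polarization from S- and P-plane intensities, G-factor corrected | read-out = inhibition from polarization loss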
PvdQ acylase: blocks Pseudomonas aeruginosa PvdQ acylase activity. purified PvdQ acylase, fluorescence plate reader. inhibition, % at 10 µM. actives 0.063% (n = 340,000); in the data active = inhibition above about 30%, passing the limit was not always enough;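 note: 0% = vehicle neutral wells and 100% = reference inhibitor wells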
Starred values were filed as active, the others as inactive; x = no result given.

Start of the listing, in advance, 3 compounds:
SMILES	E coli growth	Tat export inh	AddAB inh	Rtt109 HAT inh	phage Ecoli inh	DAGLB inhibitor	Wnt bcat act	PfHsp90 set2	CAL PDZ FP	PvdQ acylase
CCS(=O)(=O)c1nc(NC(C)=O)n[nH]1	0.1	-12.5	0.3	4.8	1.1	0.5	0.2	-26.2	-0.6	5.6
O=C(Nc1ccc(N2CCOCC2)cc1)c1cccnc1	-1.9	2.2	1.2	-0.3	2.2	0.2	8.9	1.6	-0.9	-9.5
Cc1noc(C)c1COc1ccccc1C(=O)N1CCN(c2cccc(C(F)(F)F)c2)CC1	-1.1	3.5	1.6	13.8	1.1	0.7	-9.8	-0.4	0.2	-15.1

This part in full, repeating the preview:
SMILES	E coli growth	Tat export inh	AddAB inh	Rtt109 HAT inh	phage Ecoli inh	DAGLB inhibitor	Wnt bcat act	PfHsp90 set2	CAL PDZ FP	PvdQ acylase
CCS(=O)(=O)c1nc(NC(C)=O)n[nH]1	0.1	-12.5	0.3	4.8	1.1	0.5	0.2	-26.2	-0.6	5.6
O=C(Nc1ccc(N2CCOCC2)cc1)c1cccnc1	-1.9	2.2	1.2	-0.3	2.2	0.2	8.9	1.6	-0.9	-9.5
Cc1noc(C)c1COc1ccccc1C(=O)N1CCN(c2cccc(C(F)(F)F)c2)CC1	-1.1	3.5	1.6	13.8	1.1	0.7	-9.8	-0.4	0.2	-15.1
CCCCCCCCCCCn1nnnc1N	x	8.4	x	-1.4	3.4	1.1	-1.5	x	0.4	-13.4
COc1ccc(-c2cc(C(=O)NC3CC3)c3ccccc3n2)cc1	-2.2	0.1	-1.0	-12.3	6.6	0.1	-0.7	-14.0	-1.7	-16.4
Cc1ccc(CS(=O)Cc2ccc(C(=O)NC3CCCC(C)C3C)o2)cc1 (stereo not given)	-1.3	1.4	3.0	-12.0	1.4	0.7	-2.8	11.6	-3.0	-17.8
CCOc1ccc(C(=O)N[C@H](C(=O)Nc2cccc(S(=O)(=O)N3CCCCC3)c2)C(C)C)cc1	3.4	-2.8	2.4	-7.3	5.6	-20.5	-3.6	12.2	0.7	8.6
Cc1ccc(S(=O)(=O)N(C)C)cc1NC(=O)COC(=O)c1n[nH]c(=O)c2ccccc12	-2.7	-4.2	3.2	-3.2	2.1	-1.1	-1.4	3.0	-0.1	-0.2
N#C/C(Cn1c[n+](NC(=O)Nc2ccccc2)cn1)=N/O	-1.3	1.4	0.2	15.1	3.3	-0.5	-3.7	-4.0	0.1	-0.9
COc1cccc(NC(=O)CCNC(=O)C2CCN(S(=O)(=O)c3ccc(F)cc3)CC2)c1	-1.2	2.3	0.6	0.4	-0.9	2.5	0.2	39.0	-5.0	-4.5

Copied from the list:
O=C(Nc1ccc(N2CCOCC2)cc1)c1cccnc1 @ phage Ecoli inh: 2.2
N#C/C(Cn1c[n+](NC(=O)Nc2ccccc2)cn1)=N/O @ AddAB inh: 0.2
CCS(=O)(=O)c1nc(NC(C)=O)n[nH]1 @ E coli growth: 0.1
Cc1ccc(S(=O)(=O)N(C)C)cc1NC(=O)COC(=O)c1n[nH]c(=O)c2ccccc12 @ Rtt109 HAT inh: -3.2
COc1cccc(NC(=O)CCNC(=O)C2CCN(S(=O)(=O)c3ccc(F)cc3)CC2)c1 @ AddAB inh: 0.6
Cc1ccc(CS(=O)Cc2ccc(C(=O)NC3CCCC(C)C3C)o2)cc1 (stereo not given) @ Rtt109 HAT inh: -12.0

(further entries)
SMILES	E coli growth	Tat export inh	AddAB inh	Rtt109 HAT inh	phage Ecoli inh	DAGLB inhibitor	Wnt bcat act	PfHsp90 set2	CAL PDZ FP	PvdQ acylase
N#CCCn1cc(/C=N/O)c(-c2ccc(F)cc2)n1	1.2	-2.9	3.4	1.7	1.7	-4.9	1.1	-4.0	-0.4	2.8
CCCc1cc(=O)[nH]c(SCC(=O)N2CCc3cc(OC)c(OC)cc3C2)n1	1.2	3.1	-0.1	24.0	-0.1	-1.1	0.6	x	-0.4	-1.4
C1=C(c2ccccc2)Nc2ccccc2N=C1c1ccccc1	-0.5	4.8	3.4	1.6	-0.1	-10.2	28.0	4.3	-1.3	-11.8
O=C(Cc1ccccc1)Nc1cccc(-c2nc3ncccc3o2)c1	-0.4	5.5	1.1	-4.1	5.4	0.1	2.9	-8.3	x	-5.4
CC(=O)c1ccc(S(=O)(=O)NC2CC(=O)N(c3ccc4c(c3)OCCO4)C2)cc1 (stereo not given)	0.3	10.6	-0.2	2.1	0.1	-0.3	1.6	-0.7	-0.5	-7.8
Nc1ccc(Cl)c[n+]1Cc1cccc2cccnc12	1.7	-1.1	2.6	2.0	1.5	1.5	0.5	20.8	-0.6	-6.2
N#C/C(=C\c1cc([N+](=O)[O-])c(N2CCOCC2)cc1N1CCOCC1)c1nc2ccccc2[nH]1	0.4	-0.5	0.7	-9.7	2.2	1.1	x	3.2	0.7	-3.4
Cc1ccc(OCC(=O)N(c2ccccn2)C2CCCCC2)c(C)c1	2.7	-0.8	1.6	26.5	4.2	-8.4	x	11.8	-1.6	3.8
NC(=O)c1nn(-c2ccccc2)nc1NC(=O)CN1CCCCC1	0.2	4.3	5.4	10.9	1.4	-0.8	-0.9	2.0	-1.3	-7.2
CCOc1cc(N2CCOCC2)c(OCC)cc1NC(=O)C(C)Oc1ccccc1 (stereo not given)	-4.3	-10.7	-2.3	-5.6	1.8	-4.7	-3.4	x	-0.3	-1.7
Cc1cccc(C(=O)Oc2ccccc2-c2nnco2)c1	-0.1	-5.3	0.5	0.8	2.1	1.2	x	-14.5	-0.1	7.2
CCOc1cc(/C=C2/SC(=S)N(CC3CCCO3)C2=O)ccc1O (stereo not given)	-0.7	2.3	0.2	2.6	2.1	-1.1	-1.3	10.9	-3.2	9.1
Cc1ccc(S(=O)(=O)CCC(=O)OCC(=O)c2c(N)n(CC(C)C)c(=O)n(C)c2=O)cc1	-0.8	-2.2	0.1	0.9	1.6	-1.6	0.3	1.0	-2.5	-11.0
CCn1c(=O)n(CC(=O)NCc2ccco2)c(=O)c2ccccc21	1.7	1.6	5.4	-1.3	0.5	1.1	x	12.4	-1.9	-4.0
CCn1c(COc2ccc3c(c2)CCCC3)nnc1SCC(=O)Nc1ccc(C(=O)OC)cc1	-0.3	-0.8	4.0	-6.0	0.8	-1.4	x	-0.8	-1.9	7.8
COc1ncc(-c2ccc3c(c2)S(=O)(=O)c2cccc(C(=O)NCc4ccco4)c2C3=O)cn1	-1.3	-2.7	0.0	3.5	2.7	-1.6	-2.0	0.7	-0.3	-6.8
Cc1ccc(Nc2nc(N)c3ccccc3n2)cc1Cl	1.4	-5.9	2.6	9.4	1.5	0.0	6.3	26.0	-0.6	-12.3
COc1ccccc1C(=O)NCc1ccco1	-4.5	0.9	-0.4	0.3	2.5	0.8	0.2	-2.5	-0.5	-5.5
CCOC(=O)C(=CNc1ccc(Oc2cncc(Cl)c2)nc1)C(=O)OCC	0.8	10.4	0.7	12.5	2.0	-2.4	0.1	9.6	-1.1	9.4
O=C(Nc1ccc(N2CCN(C(=O)c3cccs3)CC2)cc1)c1ccc([N+](=O)[O-])o1	x	-3.7	x	20.2	3.3	7.4	-9.0	-7.2	-1.1	19.8
CCc1ccccc1Nc1nc(N)nc(CSCC(=O)Nc2ccc(C)c(C)c2)n1	-0.4	0.8	0.5	19.5	2.6	1.0	57.3*	9.5	-2.3	-12.5
COc1ccc(Nc2cc(Nc3ccc(OC)cc3)ncn2)cc1	-5.0	-1.9	-0.2	x	0.8	-0.7	-0.3	-55.2	0.3	-25.8
COc1ccc(CC(=O)Nc2ccc(-c3noc(-c4ccccc4OC)n3)cc2)cc1	-0.7	2.6	2.9	0.4	5.1	-10.3	-5.9	3.1	-1.2	-5.2
COc1ccc(NC(=O)CSCC(=O)N(C)Cc2ccc(Cl)c(Cl)c2)cc1	0.3	2.6	1.6	8.6	0.8	-0.8	-4.8	-32.0	-1.0	-14.6
Cc1cc(C)c(NC(=S)N(Cc2cccnc2)Cc2ccco2)c(C)c1	0.7	7.1	2.1	9.7	4.7	-1.1	-0.6	-11.5	0.9	5.2
O=C(Nc1cc(F)ccc1F)N1CCN(c2ccnc3cc(Cl)ccc23)CC1	5.0	5.5	1.7	8.0	2.5	1.6	-1.9	-7.9	0.2	-1.6
C/C(=N\n1cnnc1)c1ccc(C#N)cc1	1.2	3.5	-1.3	-6.0	2.5	-0.7	1.6	-21.6	0.1	-9.9
O=C(NCc1ccccc1)c1ccc(CN2CCC(Cc3ccccc3)CC2)cc1	x	-3.0	x	10.3	0.6	-3.5	-0.6	-6.5	-0.3	-20.7
Cc1ccc(N(C(=O)CNC(=O)c2ccco2)C(C(=O)NC2CCCC2)c2cccnc2)cc1 (stereo not given)	0.4	-3.6	1.7	11.3	-0.2	-2.4	1.2	-45.2	-0.3	0.2
O=c1[nH]c2ccccc2nc1/C=C(\O)c1cccs1	-2.6	17.9	1.0	-2.6	1.7	-14.4	37.4*	-1.3	-2.6	-8.3
Cc1cc(OC(=O)CNC(=O)OC(C)(C)C)c2c(C)cc(=O)oc2c1	1.6	-1.5	1.8	4.3	3.4	0.9	0.5	-9.8	-1.7	25.7
CCCn1c(=O)c2c(c3ccccc31)OC(C)C(=O)N2 (stereo not given)	-1.4	-5.3	3.8	4.9	2.3	-1.0	-1.2	5.7	-1.4	1.3
COc1cccc(Nc2ccc(N3CCCCC3)cc2)c1OC	-0.9	5.5	-1.1	4.2	3.0	0.4	21.0	x	0.8	-7.2
COc1ccc(-n2nc(N)c3c(=O)oc(N(C)C)nc32)cc1	-3.1	0.8	-1.6	5.4	1.4	2.1	x	-21.7	0.1	3.5
Cc1ccc(NC(=O)COC(=O)c2ccc(C)c(S(=O)(=O)N3CCOCC3)c2)cc1	x	-0.5	x	6.6	1.2	0.1	-1.4	-2.2	-2.9	-17.4
Cn1c(/C(C#N)=C(\O)c2ccccc2Cl)nc2ccccc21	-6.5	-0.1	-4.8	-7.1	-0.6	1.5	-0.3	15.7	-0.5	-7.5
COc1ccccc1-n1c(SCC(=O)NCC2CCCO2)nc2c([nH]c3ccccc32)c1=O (stereo not given)	1.2	5.6	2.1	5.9	-0.9	1.0	2.8	-2.4	0.4	-1.0
CN(C)c1cc[n+](CC(=O)Nc2ccc(Cl)cc2)cc1	0.0	6.1	1.6	1.8	1.2	-1.5	-2.3	14.8	-0.6	-0.2
Cc1onc(C(=O)Nc2cccc(C(F)(F)F)c2)c1[N+](=O)[O-]	1.5	-5.4	4.0	3.2	1.0	0.8	-0.4	-7.3	-2.7	-7.7
COc1ccc(C(=O)O)cc1NS(=O)(=O)c1cccc2nsnc12	-2.9	0.0	2.0	-2.5	1.8	2.5	x	5.1	-0.6	-13.2
O=c1cc(-c2cccs2)oc2ccc(Cl)cc12	-0.6	13.0	6.9	0.8	0.3	-5.4	10.0	-28.1	0.3	-13.4
CCCN1CCC(NC(=O)Nc2ccc(Br)cc2)CC1	0.6	-6.9	0.9	0.5	3.2	0.0	-2.7	x	-2.4	-7.4
O=C(N/N=C/C(Br)=C\c1ccccc1)c1ccc2nc[nH]c2c1	0.2	9.0	12.4*	-1.4	4.6	-3.3	x	13.8	-6.7	-10.4
Cc1cc(CNC(=O)c2cccc([N+](=O)[O-])c2C)c2ccccc2n1	0.4	-3.2	0.7	-0.4	-1.7	-0.7	-3.6	8.9	0.3	-13.6

Screening results (PubChem BioAssay)
